High-throughput results deposited in PubChem by National Center for Advancing Translational Sciences (NCATS).
Pin1 inhibitor – human Pin1 inhibition. AID 504891. Pin1 FP peptide displacement, HiFluor488, 10 min. Potency, µM (top dose mostly 115 µM), without a hit: at the top dose activity, negative = inhibition, actives largely listed as inhibitors. Q13526. actives 0.009% (n = 390,000); active = well fitted inhibition curve with a large enough effect in the polarisation, with a control signal flat, not every such curve was filed as active; inconclusive = small, poorly fitted or top-dose-only effect, or effect the other way, or a change in a side signal; inactive = no such curve, though single readings can be large or run the other way; the % refers to the polarisation; note: potency is the fitted concentration of half-maximal effect; % is set by controls: 0 for no effect and ±100 for the full control effect
Target sequence (Q13526 whole entry, looked up): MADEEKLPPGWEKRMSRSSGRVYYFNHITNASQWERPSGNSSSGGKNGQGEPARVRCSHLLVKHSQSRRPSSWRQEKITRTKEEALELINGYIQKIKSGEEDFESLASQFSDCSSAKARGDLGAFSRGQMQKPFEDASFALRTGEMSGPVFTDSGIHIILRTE
D2 agonist – activates the human D2 dopamine receptor. P14416. HEK293 T-REx D2 cells, calcium flux agonist mode. activation, % at 2 µM. actives 0.53% (n = 340,000). AID 485358;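 active = activation over 3 SD above normal in the single-dose calcium agonist read, cut at about 30% in these data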; note: 0% is about no effect
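In this primary screen, compounds producing a positive calcium signal within 180 s of addition to tetracycline-induced, force-coupled HEK293 Trex D2 cells are flagged; cells are dye-loaded with a no-wash calcium kit beforehand.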
mIDH1 inhibitor – human IDH1 R132H inhibition; actives 0.093% (n = 390,000); IDH1-R132H enzyme, NADPH consumption, diaphorase/resazurin fluorescence; Potency, µM (doses to about 76.6 µM), inactives show at the top dose activity change, negative = inhibition, hits mostly inhibitors; O75874; note: potency is the fitted concentration of half-maximal effect; % is set by controls: 0 for no effect and ±100 for the full control effect; nearly all actives have a fitted effect of over 65% in size
Target sequence (O75874 whole entry R132H, stated change not applied): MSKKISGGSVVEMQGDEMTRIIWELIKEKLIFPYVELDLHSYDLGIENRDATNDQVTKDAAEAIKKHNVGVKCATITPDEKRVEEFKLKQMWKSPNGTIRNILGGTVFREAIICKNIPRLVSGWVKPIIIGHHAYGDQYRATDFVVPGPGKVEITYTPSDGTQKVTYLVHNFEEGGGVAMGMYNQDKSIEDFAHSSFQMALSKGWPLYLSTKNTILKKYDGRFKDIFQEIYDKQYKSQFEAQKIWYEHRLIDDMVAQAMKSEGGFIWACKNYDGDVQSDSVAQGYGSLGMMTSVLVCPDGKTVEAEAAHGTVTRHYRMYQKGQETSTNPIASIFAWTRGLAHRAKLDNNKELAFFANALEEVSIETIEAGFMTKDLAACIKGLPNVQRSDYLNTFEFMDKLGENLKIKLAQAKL
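IDH1-R132H (0.5 ug/mL dispensed) in pH 7.5 Tris buffer was preincubated 30 min with compound, then given a substrate mix of 0.016 mM NADPH and 2 mM alpha-KG for 80 min at room temperature; remaining NADPH was read by diaphorase/resazurin fluorescence.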
TrxR1 substrate – rat thioredoxin reductase 1 substrate activity. AID 588456. Potency, µM (top dose mostly 114 µM), for inactives: at the top dose activity change, negative = substrate turnover. purified TrxR1 substrate turnover, NADPH consumption readout. actives 0.01% (n = 390,000); note: potency is the fitted concentration of half-maximal effect; % is set by controls: 0 for no effect and ±100 for the full control effect; nearly all actives have a fitted effect of over 50% in size
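Rat TrxR1, dispensed at 90 nM, was prereduced with 400 uM NADPH (final) for 5 min at ~22 deg C, then incubated with compound 15 min before 400 uM selenite. A first-read NADPH fluorescence drop versus no-compound background flagged substrates.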
TRHR PAM – allosteric enhancers of human TRH receptor | actives 0.66% (n = 360,000) | AID 493056 | TRHR cells, fluo-8 calcium fluorescence, EC20 TRH enhancement | enhancement, % at 2 µM | P34981; in the data active = enhancement above about 30%; note: 0% is about no effect
Target sequence (P34981 whole entry, looked up): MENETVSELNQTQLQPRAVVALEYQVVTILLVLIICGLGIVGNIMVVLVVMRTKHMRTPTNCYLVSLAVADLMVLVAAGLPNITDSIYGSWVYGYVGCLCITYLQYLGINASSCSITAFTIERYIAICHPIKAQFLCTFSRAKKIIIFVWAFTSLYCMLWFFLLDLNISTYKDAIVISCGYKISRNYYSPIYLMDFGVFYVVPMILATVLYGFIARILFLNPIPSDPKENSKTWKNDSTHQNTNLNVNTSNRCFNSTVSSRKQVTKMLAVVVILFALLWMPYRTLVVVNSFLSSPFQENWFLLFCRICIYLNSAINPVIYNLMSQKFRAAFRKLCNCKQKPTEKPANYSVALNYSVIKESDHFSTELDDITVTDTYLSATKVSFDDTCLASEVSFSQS
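Enhancer read-out: after compound pinning and an initial kinetic agonist-mode read, an EC20 of TRH (10 nM final) was injected and fluo-8 calcium signal (Ex 480/Em 530) followed at 1 s/cycle for 100 cycles in TRHR-expressing cells.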
rTrxR1 inhibitor – rat TrxR1 inhibition; O89049; recombinant rTrxR1, NADPH fluorescence consumption, selenite substrate; Potency, µM (top dose mostly 114 µM), for inactives: top-dose activity change, negative = inhibition, usual class: inhibitors; actives 1% (n = 390,000); AID 588453; note: potency is the fitted concentration of half-maximal effect; % is set by controls: 0 for no effect and ±100 for the full control effect; nearly all actives have a fitted effect of over 65% in size
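Rat TrxR1 (90 nM in the dispensed reagent) was pre-reduced with 400 uM NADPH for 5 min at room temperature, then incubated with compound for 15 min. After 400 uM selenite was added, NADPH fluorescence (Ex 340/Em 450 nm) was followed for 8 min.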
USP1 inh – USP1/UAF1 (human) deubiquitinase inhibition; recombinant USP1/UAF1, Ub-Rhodamine cleavage fluorescence; Potency, µM (doses to about 57.1 µM), for the others: top-dose activity change, negative = inhibition, most hits filed as inhibitors; actives 0.23% (n = 390,000); O94782; note: potency is the fitted concentration of half-maximal effect; % is set by controls: 0 for no effect and ±100 for the full control effect; nearly all actives have a fitted effect of over 60% in size; inactives centre near -12
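Step one: compound is pinned into 1nM USP1/UAF1 in HEPES pH 7.8 buffer with TCEP. Step two: 15 min room-temperature incubation. Step three: Ub-Rho (150nM final) starts cleavage, tracked by fluorescence over six one-minute reads.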
TRHR ag – agonists of human TRH receptor; P34981; TRHR cells, calcium flux fluo-8, FDSS agonist mode; activation, % at 2 µM; actives 0.18% (n = 360,000); AID 493084; in the data active = activation above about 30%; note: 0% is about no effect
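Fluo-8-loaded TRHR cells; 10 s baseline, compound added, kinetic Ca2+ fluorescence read 1/s, agonist mode.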
D2 antag – antagonizes the human D2 dopamine receptor; actives 2% (n = 340,000); AID 485344; P14416; HEK293 TREx D2 cells, calcium flux, dopamine EC80; inhibition, % at 10 µM; in the data active = inhibition above about 30%; note: 0% is about no effect
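Tetracycline-induced HEK293 T-REx cells expressing D2 force-coupled to calcium signalling were dye-loaded, exposed to compound for 180 s, then challenged with an EC80 of dopamine; calcium flux was followed kinetically for a further 180 s.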
Numbers without * were called inactive; [ ] = dose if it differs, or a comment. Unless noted, calls come from the whole dose curve; as a rule, active = well fitted inhibition curve with a large enough effect; inconclusive = small, poorly fitted or top-dose-only effect; inactive = no such curve, though single readings can be large or run the other way. Not all compounds are listed. The share of hits here may be higher or lower than overall.

What do the screens show for `O=C(CCn1[nH]c(=O)c2ccccc2c1=O)OC1CCCCC1`?
Pin1 inhibitor: -2.9%; D2 agonist: 0.0; mIDH1 inhibitor: 6.2%; TrxR1 substrate: -4.6%; TRHR PAM: 1.0; rTrxR1 inhibitor: 7.3%; USP1 inh: -3.6%; TRHR ag: 0.1; D2 antag: 15.3

What do the screens show for `O=C1C2C3C=CC(C3)C2C(=O)N1c1ccc(Cc2ccncc2)cc1` (stereo not given)?
Pin1 inhibitor: 0.4%; mIDH1 inhibitor: 3.2%; TrxR1 substrate: -2.5%[57.1 µM]; TRHR PAM: 4.6; rTrxR1 inhibitor: -2.9%[57.1 µM]; USP1 inh: 0.1%; TRHR ag: 1.1; D2 antag: -1.9

Results for COC(=O)C=CC(=NNc1ccccc1)c1ccccc1 ?
Pin1 inhibitor: 4.3%; mIDH1 inhibitor: 3.3%; TrxR1 substrate: 1.7%; rTrxR1 inhibitor: -7.8%; USP1 inh: inconclusive

Results for NC(=O)C1CCN(C(=O)COCc2cc(-c3ccc4c(c3)OCO4)on2)CC1 ?
Pin1 inhibitor: -9.5%; D2 agonist: -0.2; mIDH1 inhibitor: 5.1%; TrxR1 substrate: -0.7%; TRHR PAM: 4.3; rTrxR1 inhibitor: -11.3%; USP1 inh: -13.5%; TRHR ag: -0.1; D2 antag: 12.2

Results for COc1cc(N2C(=O)CSC23C(=O)N(Cc2cccc(F)c2)c2ccccc23)cc(OC)c1OC (stereo not given) ?
Pin1 inhibitor: -2.0%; D2 agonist: -0.8; mIDH1 inhibitor: -14.6%; TrxR1 substrate: 0.5%; TRHR PAM: -3.9; rTrxR1 inhibitor: 27.3%; USP1 inh: -25.9%; TRHR ag: 0.0

How did O=C(CSc1ncnc2ccccc12)Nc1ccc2c(c1)OCCO2 do in these assays?
Pin1 inhibitor: 4.0%; D2 agonist: 0.4; mIDH1 inhibitor: 2.2%; TrxR1 substrate: 4.3%[57.1 µM]; TRHR PAM: -1.3; rTrxR1 inhibitor: 14.4%[57.1 µM]; USP1 inh: -0.2%; TRHR ag: 0.0; D2 antag: 18.3

Results for C/C=C(\C)C(=O)Nc1cccc(C2=NOC3(C2)C[C@H](C(N)=O)N(C(=O)CC#N)C3)c1 (stereo not given in full) ?
Pin1 inhibitor: -2.4%; D2 agonist: -0.2; mIDH1 inhibitor: 6.1%; TrxR1 substrate: 7.1%[57.1 µM]; TRHR PAM: 24.3; rTrxR1 inhibitor: -0.4%[57.1 µM]; USP1 inh: 18.4%; TRHR ag: -0.3; D2 antag: -29.2

How did CCCOc1ccc(NC(=O)CC2C(=O)N(c3ccc(F)cc3)C(=O)N2CC(C)C)cc1 (stereo not given) do in these assays?
Pin1 inhibitor: 12.0%; D2 agonist: 0.6; mIDH1 inhibitor: 0.0%; TrxR1 substrate: -3.8%; TRHR PAM: 4.3; rTrxR1 inhibitor: 13.2%; USP1 inh: -2.6%; TRHR ag: 0.0

What do the screens show for `COc1ccc(NC(=O)/C=C2\SC(=O)NC2=O)cc1`?
Pin1 inhibitor: -7.7%; D2 agonist: -0.1; mIDH1 inhibitor: 20.1%; TrxR1 substrate: -7.1%[57.1 µM]; TRHR PAM: -0.6; rTrxR1 inhibitor: -5.5%[57.1 µM]; USP1 inh: -8.1%; TRHR ag: 0.7; D2 antag: 11.2

Results for CC(=O)c1ccccc1OCC(O)CNC1CCCC1 (stereo not given) ?
Pin1 inhibitor: -8.6%; mIDH1 inhibitor: 9.4%; TrxR1 substrate: -2.0%; TRHR PAM: -1.4; rTrxR1 inhibitor: 2.4%; USP1 inh: inconclusive; TRHR ag: 1.0

How did O=C(c1cc(COc2c(F)cccc2F)on1)N1CCN(C2CCCCC2)C(=O)C1 do in these assays?
Pin1 inhibitor: -4.3%; D2 agonist: 0.5; mIDH1 inhibitor: -6.8%; TrxR1 substrate: -3.1%; TRHR PAM: 7.7; rTrxR1 inhibitor: 7.3%; USP1 inh: -16.4%; TRHR ag: -0.7; D2 antag: 0.4

Results for COc1cc(C2Nc3cccc4cccc(c34)N2)cc(OC)c1O ?
Pin1 inhibitor: inconclusive; D2 agonist: 0.3; mIDH1 inhibitor: 12.2%; TrxR1 substrate: 10.6%; TRHR PAM: 5.1; rTrxR1 inhibitor: 15.8µM*; USP1 inh: -24.1%; TRHR ag: -0.2; D2 antag: -19.0

What do the screens show for `O=C(CSc1ncnc2[nH]ncc12)Nc1cccc(Oc2ccccc2)c1`?
Pin1 inhibitor: inconclusive; D2 agonist: -0.6; mIDH1 inhibitor: 8.2%; TrxR1 substrate: 2.6%; TRHR PAM: 0.3; rTrxR1 inhibitor: 32.2%; USP1 inh: -21.6%; TRHR ag: 0.2; D2 antag: 1.7

How did COC(=O)c1ccc(OCCN2CCCCCC2)cc1 do in these assays?
Pin1 inhibitor: -2.2%; D2 agonist: -1.0; mIDH1 inhibitor: 9.6%; TrxR1 substrate: 3.2%; TRHR PAM: 4.3; rTrxR1 inhibitor: 15.2%; USP1 inh: -20.7%; TRHR ag: 1.1; D2 antag: 55.0*

What do the screens show for `CC(=O)NCc1ccc(C(=O)O)cc1`?
Pin1 inhibitor: 12.9%; D2 agonist: 2.0; mIDH1 inhibitor: 3.4%; TrxR1 substrate: 5.0%; TRHR PAM: 6.5; rTrxR1 inhibitor: 22.2%; USP1 inh: -11.7%; TRHR ag: -0.3; D2 antag: -1.4

How did Nn1c(COc2ccccc2F)nnc1SCC(=O)NC1CCCCC1 do in these assays?
Pin1 inhibitor: 1.3%; D2 agonist: 1.4; mIDH1 inhibitor: 3.8%; TrxR1 substrate: -1.2%; TRHR PAM: -3.5; rTrxR1 inhibitor: -8.3%; USP1 inh: -15.8%; TRHR ag: 0.1; D2 antag: 2.3

How did CC1CCCN(C(=O)Cn2cnc3c2c(=O)n(C)c(=O)n3C)C1 (stereo not given) do in these assays?
Pin1 inhibitor: -1.3%; D2 agonist: 0.8; mIDH1 inhibitor: 4.7%; TrxR1 substrate: -12.3%; TRHR PAM: -0.2; rTrxR1 inhibitor: -12.4%; USP1 inh: -6.9%; TRHR ag: 0.9; D2 antag: 2.4

How did CC(C)CCN(C(=O)c1csnn1)C(C(=O)NC1CCCC1)c1ccccc1 (stereo not given) do in these assays?
Pin1 inhibitor: -0.6%; D2 agonist: 0.6; mIDH1 inhibitor: -3.9%; TrxR1 substrate: -2.0%; TRHR PAM: 11.9; rTrxR1 inhibitor: -1.3%; USP1 inh: -12.8%; TRHR ag: -0.8; D2 antag: 17.3

How did Cn1c(N)c(C(=O)COC(=O)CSc2cccc3cccc(Cl)c23)c(=O)n(C)c1=O do in these assays?
Pin1 inhibitor: 33.4%[activator]; D2 agonist: 4.2; mIDH1 inhibitor: 8.3%; TrxR1 substrate: -10.1%[57.1 µM]; TRHR PAM: 2.4; rTrxR1 inhibitor: 28.5%[57.1 µM]; USP1 inh: -12.6%; TRHR ag: 0.1; D2 antag: -7.3

Results for O=C1CC(c2ccccc2)C(C(=O)Nc2ccccc2F)N1 (stereo not given) ?
Pin1 inhibitor: -1.3%; D2 agonist: 0.7; mIDH1 inhibitor: 19.1%; TrxR1 substrate: 5.7%; TRHR PAM: 3.0; rTrxR1 inhibitor: 12.9%[57.1 µM]; USP1 inh: -17.1%; TRHR ag: 0.5; D2 antag: -12.4

What do the screens show for `CC1CCCN(C(=O)CN2CCN(C(=O)c3ccco3)CC2)C1` (stereo not given)?
Pin1 inhibitor: inconclusive; D2 agonist: 0.9; mIDH1 inhibitor: 4.1%; TrxR1 substrate: 17.0%; TRHR PAM: -6.5; rTrxR1 inhibitor: inconclusive; USP1 inh: -7.4%; TRHR ag: 0.8; D2 antag: 2.8

Results for CCOC(=O)[C@H]1[C@H]2COc3ccc(C)cc3[C@@H]2N2C(=O)CN(Cc3ccco3)C(=O)[C@@]12C ?
Pin1 inhibitor: -4.6%; D2 agonist: -0.7; mIDH1 inhibitor: -6.2%; TrxR1 substrate: 3.1%; TRHR PAM: -5.5; rTrxR1 inhibitor: 56.2µM*; USP1 inh: -17.2%; TRHR ag: -0.3; D2 antag: 9.6

What do the screens show for `COc1cccc(C2C(C#N)=C(N)N(c3ncn[nH]3)C3=C2C(=O)CCC3)c1` (stereo not given)?
Pin1 inhibitor: -0.8%; D2 agonist: 0.1; mIDH1 inhibitor: -2.2%; TrxR1 substrate: 0.8%; TRHR PAM: 1.7; rTrxR1 inhibitor: 3.0%; USP1 inh: -21.9%; TRHR ag: 0.3; D2 antag: 3.4

Results for COc1ccc2[nH]c3c(c2c1)CCN1C(=O)C(CC(=O)NC(C)(C)C)C[C@H](C(=O)N2CCCCC2)[C@@]31C (stereo not given in full) ?
Pin1 inhibitor: 3.6%; mIDH1 inhibitor: 13.2%; TrxR1 substrate: 2.5%; rTrxR1 inhibitor: 6.2%; USP1 inh: -17.4%

How did COc1cccc(N2CCN(CC(=O)NC3=Nc4ccccc4N=C(C)C3c3ccccc3)CC2)c1 (stereo not given) do in these assays?
Pin1 inhibitor: 9.4%; D2 agonist: -0.9; mIDH1 inhibitor: 14.5%; TrxR1 substrate: 3.9%[57.1 µM]; TRHR PAM: 4.7; rTrxR1 inhibitor: 14.6%[57.1 µM]; USP1 inh: -11.7%; TRHR ag: 0.0; D2 antag: 5.2

What do the screens show for `Cc1ccc(N(O)C(C)(C)C)cc1`?
Pin1 inhibitor: -2.9%; mIDH1 inhibitor: 7.3%; TrxR1 substrate: 0.4%[11.4 µM]; rTrxR1 inhibitor: 0.8%[11.4 µM]; USP1 inh: -24.1%

Results for CC1C(=NO)C(C)C(c2ccc(N(C)C)cc2)NC1c1ccc(N(C)C)cc1 (stereo not given) ?
Pin1 inhibitor: -4.8%; mIDH1 inhibitor: 0.9%; TrxR1 substrate: -1.4%; rTrxR1 inhibitor: -8.1%; USP1 inh: 2.2%
